Bioassay records from PubChem.
p-CIP stab down: p/CIP-EGFP fusion destabilizers, primary screen, fluorescence, F442A cells; Q05BA5; 16 h; decrease of EGFP signal, % at 10 µM; 290,000 compounds, 0.01% hits;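 active = EGFP signal decrease of at least 30% at 10 µM or well 3 SD below plate mean, unless failing retest; inactive = the rest, including hits failing retest or dose response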; note: some compounds called inactive have numbers as strong as hits; many of its hits are not listed in these tables
Target sequence (Q05BA5 1-1403): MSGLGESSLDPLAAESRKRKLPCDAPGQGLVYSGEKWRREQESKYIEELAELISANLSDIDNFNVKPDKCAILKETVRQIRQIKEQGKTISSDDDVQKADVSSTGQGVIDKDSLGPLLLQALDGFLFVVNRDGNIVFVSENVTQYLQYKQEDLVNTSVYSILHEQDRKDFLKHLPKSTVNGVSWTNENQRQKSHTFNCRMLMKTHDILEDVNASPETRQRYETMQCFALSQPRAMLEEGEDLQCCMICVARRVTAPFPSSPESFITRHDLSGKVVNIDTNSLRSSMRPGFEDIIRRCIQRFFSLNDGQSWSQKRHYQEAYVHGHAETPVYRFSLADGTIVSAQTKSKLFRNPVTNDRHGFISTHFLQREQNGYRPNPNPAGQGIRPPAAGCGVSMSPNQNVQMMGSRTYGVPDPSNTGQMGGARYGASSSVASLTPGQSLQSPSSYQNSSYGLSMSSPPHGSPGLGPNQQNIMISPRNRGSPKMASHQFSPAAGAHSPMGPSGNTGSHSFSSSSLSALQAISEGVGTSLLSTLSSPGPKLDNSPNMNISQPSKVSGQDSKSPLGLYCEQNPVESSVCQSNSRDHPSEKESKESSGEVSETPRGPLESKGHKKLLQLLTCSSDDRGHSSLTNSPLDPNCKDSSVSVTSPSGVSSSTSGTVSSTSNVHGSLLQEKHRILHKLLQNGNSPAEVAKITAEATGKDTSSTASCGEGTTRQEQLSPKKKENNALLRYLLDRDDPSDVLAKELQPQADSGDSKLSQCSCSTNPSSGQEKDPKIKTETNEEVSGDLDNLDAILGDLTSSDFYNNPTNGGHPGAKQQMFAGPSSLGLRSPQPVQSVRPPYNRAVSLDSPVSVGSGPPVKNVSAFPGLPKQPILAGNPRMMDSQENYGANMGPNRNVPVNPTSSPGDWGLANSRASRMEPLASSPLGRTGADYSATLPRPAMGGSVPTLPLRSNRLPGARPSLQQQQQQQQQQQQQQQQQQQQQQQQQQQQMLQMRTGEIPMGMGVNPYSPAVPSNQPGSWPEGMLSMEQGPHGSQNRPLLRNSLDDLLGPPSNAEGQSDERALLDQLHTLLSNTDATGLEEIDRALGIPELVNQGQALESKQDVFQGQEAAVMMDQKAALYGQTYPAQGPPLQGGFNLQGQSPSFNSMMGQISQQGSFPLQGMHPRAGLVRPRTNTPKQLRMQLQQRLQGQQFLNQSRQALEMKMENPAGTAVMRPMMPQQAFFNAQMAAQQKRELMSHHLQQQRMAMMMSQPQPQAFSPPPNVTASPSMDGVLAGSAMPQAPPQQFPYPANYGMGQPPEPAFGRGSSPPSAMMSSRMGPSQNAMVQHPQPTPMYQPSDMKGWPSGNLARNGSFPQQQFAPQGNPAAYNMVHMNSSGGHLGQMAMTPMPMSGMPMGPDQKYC
CRFBP-R2 block: antagonists of CRF-BP/CRF-R2 complex, primary screen, cell-based, HEK293, calcium dye fluorescence, uHTS; 350,000 compounds, 0.59% hits; CRF-induced calcium fluorescence; inhibition, % at 11.8 µM;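 active = inhibition of the ligand-induced calcium signal above about 50% at the single tested concentration, limit read from the data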
HCV NS3 hel inh: inhibitors of HCV NS3 helicase, primary screen, biochemical, Cy5 molecular beacon fluorescence. inhibition, % at 10.9 µM. NS3 helicase DNA unwinding. AID 1800, 2009. Hepatitis C virus NS3 helicase. 290,000 compounds, 0.56% hits;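 active = inhibition above the mean of all tested compounds plus 3 SD, set per campaign, cut at about 35% in these data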;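 note: 0% = DMSO wells and 100% = thioflavine S control wells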
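Assay system – hepatitis C virus NS3 helicase domain fragment enzyme · Buffer or medium – MOPS pH 6.5, MgCl2, DTT, Tween20, BSA · Reagent – Cy5/quencher beacon DNA duplex and ATP to start · Compound – single 10.9 µM dose · Timing – 1 h at 25 °C · Technique – Cy5 beacon fluorescence read at start and 1 h · Measure – % inhibition of unwinding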
IDE act: human IDE activators in live cells, primary screen, fluorescence polarization, HEK cells, FAbeta-B substrate; AID 493087, 2011; 340,000 compounds, 0.073% hits; activation, % at 5.96 µM; FAbeta-B cleavage; 0% vehicle, 100% cell-free pure enzyme wells;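 active = activation above the mean of all tested compounds plus 3 SD, set per screening campaign, cut at about 17% in these data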
IDE cell inh: human IDE inhibitors in live cells, primary screen, fluorescence polarization, HEK cells, FAbetaB substrate | FAbetaB cleavage | 320,000 compounds, 0.41% hits | inhibition, % at 5.59 µM | Insulin-degrading enzyme (Homo sapiens), P14735 | AID 434962, 2010;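 active = percent inhibition above the average of all tested compounds plus 3 SD, set per screening campaign, cut at about 16% in these data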;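 note: IDE supplied by intact live HEK cells; FP after avidin binding of uncleaved biotin substrate so inhibition keeps polarization high; 0% = DMSO wells and 100% = 60 µM reference IDE inhibitor Ii1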
IMP-1 inhibitor: IMP-1 metallo-beta-lactamase inhibitors, primary screen, biochemical, epi-absorbance readout, Pseudomonas aeruginosa enzyme | metallo-beta-lactamase IMP-1 (Pseudomonas aeruginosa) | purified IMP-1, nitrocefin hydrolysis, epi-absorbance fluorescence | inhibition, % at 5.6 µM | 290,000 compounds, 0.45% hits;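 active = inhibition above the mean plus 3 SD of all compounds in the same screening run, cut at about 4.5% in these data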;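 note: 0% = IMP-1 with DMSO and 100% = DMSO wells lacking enzyme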
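Assay system: purified IMP-1; Quantity: IMP-1 0.2 nM before substrate addition; Medium: HEPES buffer pH 7.1 with ZnSO4 and Brij 35; Incubation: 15 min enzyme–compound preincubation, then 25 min nitrocefin reaction, 25 °C; Signal: fluorescence quenching readout, ex 480/em 530 nm; Controls: DMSO with and without IMP-1; Repeats: singlicate testing.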
GalR3 antagonist: GalR3 antagonists in HEK293 cells, primary screen, cell-based, fluorescence readout. inhibition, % at 3 µM. HEK293 GalR3-CNG cAMP membrane potential fluorescence; galR3 body fused to GalR1 C-terminus. 360,000 compounds, 0.44% hits. AID 651719, 2012;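 active = inhibition above the screen-wide average plus 3 SD, cut at about 13% in these data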;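 note: forskolin and galanin both at EC90 stimulate the cells; cAMP rise reported by CNG channel membrane potential dye signal; 0% = forskolin plus galanin with DMSO and 100% = forskolin alone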
SUMO HTRF inh: inhibitors of in vitro SUMOylation cascade, primary screen, biochemical, HTRF, uHTS. 290,000 compounds, 0.36% hits. SUMO-conjugating enzyme UBC9 (Homo sapiens), P63279. inhibition, % at 35 µM. HTRF SUMOylation assay, SAE1/SAE2 + UBC9; in the data active = inhibition above about 50%, passing the limit was not always enough; note: strong numbers were not always called active
VIM-2 inh: VIM-2 metallo-beta-lactamase inhibitors, primary screen, biochemical, epi-absorbance readout, Pseudomonas aeruginosa enzyme; purified VIM-2, nitrocefin hydrolysis, epi-absorbance fluorescence; inhibition, % at 5.6 µM; 290,000 compounds, 0.89% hits;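 active = inhibition above the mean of all tested compounds plus 3 SD, cutoff set per screening run, cut at about 7.5% in these data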;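 note: red hydrolysis product quenches plate fluorescence so inhibitors raise well fluorescence; 0% = enzyme with DMSO and 100% = DMSO without enzyme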
An asterisk follows results filed as active; · = not tested or not shown.

SMILES	p-CIP stab down	CRFBP-R2 block	HCV NS3 hel inh	IDE act	IDE cell inh	IMP-1 inhibitor	GalR3 antagonist	SUMO HTRF inh	VIM-2 inh
O=C(NCCCCc1ccccc1)Nc1ccc(F)cc1F	-8.4	3.9	-4.7	-1.9	-6.2	0.0	1.8	-6.7	-1.4
Cc1noc(C)c1S(=O)(=O)N1CCC(C(=O)N2CCC(C)CC2)CC1	-13.8	2.5	6.7	6.9	0.1	-3.7	-1.1	1.6	-1.4
CCN(CC)S(=O)(=O)c1cc(C(=O)OC)ccc1Cl	-16.7	2.9	-1.8	3.1	6.8	0.1	-5.2	17.2	1.1
CCCCNC(=O)O[C@H]1C[C@@H]2CCN3C(=O)CCC(C)(C)[C@H](C1)[C@H]23	0.3	7.8	14.9	-2.6	0.7	1.9	-3.2	0.5	2.1
COc1ccc(Cc2nnc(NC(=O)c3cccc(F)c3)s2)cc1OC	-1.2	-8.9	-0.7	-0.5	-12.0	-3.2	-11.2	2.8	-1.6
O=C1C2=C(NC(=S)NC2c2ccc(Cl)cc2)NC(c2ccc(Cl)cc2)N1c1ccc(Cl)cc1 (stereo unspecified)	0.1	-78.7	-39.9	3.2	-2.4	-1.5	-1.6	-41.7	-2.2
CCN(CC)c1ccc2cc(NC(=O)CCC(=O)O)c(=O)oc2c1	-19.3	-79.6	-2.3	-1.5	2.4	0.2	-3.6	29.4	1.7
COc1ccc(C2(CNC(=O)C(=O)Nc3ccc(C)cc3)CCOCC2)cc1	-12.0	-31.1	0.3	-0.7	0.0	-1.5	-4.0	14.2	-3.9
Cc1ccc(CN(C(=O)c2cc(=O)c3cc(C)cc(C)c3o2)C2CCS(=O)(=O)C2)cc1 (stereo unspecified)	-7.1	-1.4	6.8	·	2.1	-2.3	9.8	-2.4	1.4
Cc1ccc(Cl)cc1NS(=O)(=O)c1cc2[nH]c(=O)c(=O)[nH]c2cc1C	5.0	-6.3	8.5	8.6	2.3	-3.3	3.6	1.9	0.8
CN(CC(=O)Nc1ccc(Cl)c(C(F)(F)F)c1)C(=O)CC1Sc2ccccc2NC1=O (stereo unspecified)	-8.4	-21.9	-14.0	0.0	-2.9	-0.6	-1.1	-22.1	-0.9
N#C/C(=C\c1cn(CCOc2ccccc2)c2ccccc12)C(=O)NCc1cccs1	-9.8	-6.9	0.8	2.6	8.4	-1.6	-3.0	-8.2	1.2
O=C1CC(NS(=O)(=O)c2cc(F)ccc2F)CN1c1ccc2c(c1)OCCO2 (stereo unspecified)	·	-12.7	·	1.7	5.5	·	1.3	·	·
COc1ccc(OC)c(-c2csc(NC(=O)Cc3ccccc3OC)n2)c1	-10.4	12.9	-25.4	1.8	-7.6	-2.1	-3.7	4.6	-2.1
CN(C)CCN(C(=O)/C=C/c1cccs1)c1nc2ccc(F)cc2s1	-19.4	-30.0	-23.3	5.2	-0.4	-3.5	-5.1	14.9	-1.4
COc1ccccc1NC(NC(=O)c1ccco1)C(=O)c1ccccc1 (stereo unspecified)	-20.5	27.7	0.8	6.5	3.2	-1.7	-5.6	-9.0	-2.3
COc1ccccc1C(C)NC(=O)c1cc(=O)[nH]c2ccccc12 (stereo unspecified)	-11.9	-6.8	4.2	-3.0	2.9	-0.1	1.6	9.1	-1.6
Cc1nn(C)cc1CN1CCCC(C(=O)c2ccc(-c3ccccc3)c(F)c2)C1 (stereo unspecified)	-8.0	-34.1	-32.9	2.6	3.9	-2.4	-3.7	22.2	-2.1
Oc1c(/C=N/Nc2cccc3cccnc23)ccc2ccccc12	-6.0	8.7	22.2	-0.5	8.2	-1.9	-4.2	66.4*	-4.4
CCCn1c(=O)c(C(=O)NCCc2ccc(OC)cc2)c(O)c2ccccc21	-15.0	-6.7	-9.2	2.8	·	-5.2	-8.4	1.4	-3.4

Taken from above (four entries):
SMILES	p-CIP stab down	CRFBP-R2 block	HCV NS3 hel inh	IDE act	IDE cell inh	IMP-1 inhibitor	GalR3 antagonist	SUMO HTRF inh	VIM-2 inh
CN(CC(=O)Nc1ccc(Cl)c(C(F)(F)F)c1)C(=O)CC1Sc2ccccc2NC1=O (stereo unspecified)	-8.4	-21.9	-14.0	0.0	-2.9	-0.6	-1.1	-22.1	-0.9
N#C/C(=C\c1cn(CCOc2ccccc2)c2ccccc12)C(=O)NCc1cccs1	-9.8	-6.9	0.8	2.6	8.4	-1.6	-3.0	-8.2	1.2
O=C1CC(NS(=O)(=O)c2cc(F)ccc2F)CN1c1ccc2c(c1)OCCO2 (stereo unspecified)	·	-12.7	·	1.7	5.5	·	1.3	·	·
COc1ccc(OC)c(-c2csc(NC(=O)Cc3ccccc3OC)n2)c1	-10.4	12.9	-25.4	1.8	-7.6	-2.1	-3.7	4.6	-2.1

(further entries)
SMILES	p-CIP stab down	CRFBP-R2 block	HCV NS3 hel inh	IDE act	IDE cell inh	IMP-1 inhibitor	GalR3 antagonist	SUMO HTRF inh	VIM-2 inh
FC(F)(F)c1ccc(Sc2nnc(-c3cccs3)n2CC2CCCO2)nc1 (stereo unspecified)	2.5	-11.2	-22.4	0.5	2.8	-2.3	-5.8	1.5	-3.1
Cc1ccnc(NS(=O)(=O)c2ccc(N3C(=O)C4CCCCC4C3=O)cc2)n1 (stereo unspecified)	-13.6	-9.3	-2.0	3.2	-7.2	0.3	-8.5	-0.2	0.1
CCCOc1ccc(C2=NNC(c3cccs3)=Nc3ccc(OC)cc32)cc1	-1.9	5.1	3.0	3.5	3.1	-4.7	10.5	9.4	-1.9
COC(=O)C1C(c2ccccc2)C(C(=O)N2CCOCC2)C1c1ccccc1 (stereo unspecified)	-18.0	17.6	7.6	0.4	-2.5	1.4	-3.1	9.4	-0.8
Cc1ccc(C(=O)Nc2cccc(C(F)(F)F)c2)cc1Nc1ncnc2nc[nH]c12	-9.2	12.0	·	·	12.0	·	-4.8	3.1	·
CCOc1ccc(N(C)S(=O)(=O)c2ccc(C)c(C(=O)Nc3nnc(C4CC4)s3)c2)cc1	·	-41.8	·	3.0	-5.1	·	-5.3	·	·
CC1Sc2ccc(S(=O)(=O)N3CCC(C(=O)N4CCN(C)CC4)CC3)cc2NC1=O (stereo unspecified)	-25.9	-12.9	13.2	9.4	-1.0	1.9	2.7	1.7	0.9
CCC(C)NC(=O)CN(c1cc(C)ccc1OC)S(C)(=O)=O (stereo unspecified)	-8.0	5.5	2.2	5.9	-1.4	-2.8	1.5	-1.9	-3.0
c1ccc(-c2noc(C3CCC3)n2)nc1	11.5	-6.4	2.0	·	2.6	-2.1	-0.8	-9.0	-0.7
Cc1ccnc(NC(=O)c2cc(-c3ccc(Cl)s3)nc3ccccc23)c1	·	-20.5	·	-2.2	6.3	·	-3.9	·	·
Cc1cccc2nc(-c3ccco3)c(Nc3ccccc3)n12	-8.6	-8.5	4.0	0.5	-2.5	-3.8	-9.4	26.8	-2.1
CCN(CC(=O)Nc1ccccc1OC)C(=O)/C=C/c1cccs1	·	2.5	·	0.4	-5.0	·	-3.5	·	·
CCN1CCSc2ccc(C(=O)NCc3ccccc3C)cc21	-14.4	17.9	-5.9	0.8	-1.3	-1.1	·	26.3	-3.0
N#CC(C#N)=C/C(C#N)=C(/N)N1CCN(c2ccc(Cl)cc2)CC1	-13.7	-71.0	1.9	-2.2	6.2	-3.4	-6.1	-17.1	-0.9
O=C(N/C(=C\c1ccccc1)C(=O)N1CCN(CCO)CC1)c1ccccc1	-6.2	-11.5	-6.5	3.8	6.7	-1.1	3.6	10.9	-1.2
CC(=O)c1c(C)[nH]c(C(=O)CN2C(=O)NC(C)(c3ccc(C)cc3)C2=O)c1C (stereo unspecified)	19.2	-77.3	-0.6	3.3	-1.6	-0.9	-2.9	13.2	-1.5
C/C(=N/OCc1ccc(Br)cc1)c1ccccn1	-3.6	-0.9	-10.0	5.1	-0.2	-4.2	-1.9	4.8	-1.4
Cc1ccc(CN2C(=O)C(C)(C)Oc3ccc(C(=O)N4CCCCC4)cc32)cc1	-6.3	-38.6	-6.0	-5.1	6.6	-1.2	9.0	0.0	-3.8
O=C(NN1C(=O)/C(=C/c2ccc(O)cc2)SC1=S)c1cccc(O)c1	-250.9	-10.5	17.1	-104.3	144.5*	0.1	-5.7	4.2	1.7
Cc1c(C=O)c2ccccn2c1C(=O)c1ccc(F)cc1	-0.8	-11.0	1.0	2.8	-3.9	-2.1	-8.9	12.7	0.9
Cc1ccc(NC(=S)Nc2ccc(S(=O)(=O)Nc3ncccn3)cc2)c(C)c1	-0.2	19.3	7.5	5.4	-1.0	-2.6	0.0	-2.8	-1.9
COc1ccc(NC(=O)CSc2nc(N)c(NC(=O)c3ccccc3F)c(=O)[nH]2)cc1	-1.5	-7.9	-15.1	2.0	2.2	-0.9	-0.6	10.6	0.7
O=C(CSc1ccc2c(c1)OCCO2)Nc1ncccc1O	·	-5.6	·	-0.9	2.5	·	-5.5	·	·
O=C(NNS(=O)(=O)c1ccc2ccccc2c1)c1cc(-c2ccccn2)nc2ccccc12	-9.5	-10.8	3.7	-0.1	-1.9	-4.9	-5.2	-5.0	-5.5
COc1ccc(OCCOc2ccc(C)nc2[N+](=O)[O-])cc1	-6.2	-35.8	-2.0	0.2	4.5	-2.8	-10.9	-4.8	-3.7
O=C(O)c1cc(-c2cccs2)nn1-c1ccc(F)cc1	8.9	-13.8	4.0	2.4	3.6	0.3	-5.8	8.2	-2.5
COc1cc(/C=C/c2cc(C(F)(F)F)[nH]c(=O)n2)cc(OC)c1OC	-10.3	15.3	27.4	2.7	·	-3.2	-1.5	34.3	1.3
CCN(CC)C(=O)n1c(Cc2ccccc2)nc2ccccc21	-6.3	0.1	-0.9	4.4	-1.9	-2.8	-3.7	15.7	-1.1
CCCCC(=O)NC(=S)Nc1ccc(Cl)c(C(=O)O)c1	-2.7	-3.6	7.9	4.5	-2.0	-4.6	0.3	15.5	-0.9
Cc1cccc(/C=N/n2c(COc3ccccc3)n[nH]c2=S)c1	-3.6	5.0	20.9	-5.7	·	1.1	-8.6	-5.6	0.1
CCOC(=O)c1ccc(NC(=O)CSc2ccc(-c3cccnc3)nn2)cc1	8.6	-1.8	0.4	-2.3	-1.9	-3.3	-4.3	-2.1	-1.7
O=C(NC1=C(Nc2ccc(Cl)cc2)C(=O)c2ccccc2C1=O)c1ccccc1	-7.2	-27.0	8.2	0.7	-5.7	-1.1	0.0	19.5	1.4
Clc1cccc(CSc2nnc(-c3cccnc3)n2Cc2ccco2)c1	3.1	8.6	6.4	-5.6	6.3	1.5	·	6.7	0.8
